Source: PubChem BioAssay (NCI)
NCI-60 one-dose screen, 48 h, at 10 µM unless noted. Numbers give growth in % (100 = growth as untreated, 0 = no growth, -100 = all killed).
HCT-116: HCT-116 colon cancer | 7.3% of 82,000 active
IGROV1: IGROV1 ovarian cancer; 4.7% of 79,000 active
SW-620: SW-620 colon cancer; 5.2% of 82,000 active; AID 1794795
OVCAR-4: OVCAR-4 ovarian cancer cells; 3.7% of 80,000 active
HT29: HT29 colon cancer; 7.4% of 81,000 active
COLO 205: COLO 205 colon cancer | 7.3% of 79,000 active
SK-OV-3: SK-OV-3 ovarian cancer cells; 3.2% of 80,000 active; AID 1794785
KM12: KM12 colon cancer cells; 5% of 82,000 active
HCT-15: HCT-15 colon cancer; 5.2% of 82,000 active; AID 1794746
An asterisk follows results filed as active; / = no result given; & = joins results of further samples; ! = repeats disagree. How the source made its calls: active means growth percent below 10; inactive means the rest.

Each structure is followed by: HT29	HCT-116	SW-620	KM12	HCT-15	COLO 205	IGROV1	SK-OV-3	OVCAR-4
(1) C=C(C)[C@@H]1CCC=C2CC[C@]3(C)[C@H](CC[C@@H]4[C@@]5(C)CC[C@H](O)C(C)(C)[C@@H]5CC[C@]43C)[C@H]21
 : 108	92	107	103	102	103	118	102	109
(2) CCCN1CSC(=S)N(CCC)C1
 : 99	85	107	106	99	59	/	121	102
(3) Cc1nc(Nc2ncc(C(=O)Nc3c(C)cccc3Cl)s2)cc(N2CCN(CCO)CC2)n1
 : -20*	3.0*!	53&103	28&81	21&33	-9.8*	-37*	-26*	45&53
(4) COc1ccc(NC(=O)c2c(Nc3ccc(OC)cc3OC)nn3c(C)cc(C)nc23)c(OC)c1
 : 101	93	97	95	103	101	88	90	107
(5) CCC(C)C(C(=O)O)n1c(O)c(C=C2N=c3ccccc3=N2)sc1=S (stereo not given)
 : 110	95	97	105	108	108	97	107	104
(6) Cc1ccc(C(=O)N/N=C/c2cccs2)cn1
 : 108	101	102	99	105	119	96	118	103
(7) CC(=O)Nc1ccccn1
 : 120	93	96	141	100	110	116	102	104
(8) Cc1nn(-c2ccccc2)c(N2CCCC2)c1/C=N/NC(=O)Cn1c(=O)sc2ccccc21
 : 94	89	97	79	68	103	73	98	80
(9) CNCc1cccc2c1OCCOCCOCCN(C)S(=O)(=O)c1ccc(cc1)-c1cnc(N)c(n1)C(=O)N2
 : 13	15	38	44	11	30	43	19	73
(10) COc1ccc(C(=O)C[n+]2ccccc2)cc1
 : 104	91	/	98	107	106	97	97	99

Remaining list, next part
Each structure is followed by: HT29	HCT-116	SW-620	KM12	HCT-15	COLO 205	IGROV1	SK-OV-3	OVCAR-4
(11) CCOC(=O)c1cnc(SC)[nH]c1=O
 : 98	100	117	101	96	107	119	100	101
(12) CC1(O)OC(COc2ccc(Cl)cc2)COC1O (stereo not given)
 : 116	103	101	108	103	126	113	116	99
(13) Cc1ccccc1-c1nnc(SCc2nnc(-c3cccc([N+](=O)[O-])c3)o2)o1
 : 108	106	101	102	101	112	107	110	102
(14) COc1cc(/C=C/c2nnc(-c3cc(C)[nH]n3)o2)cc(OC)c1OC
 : 112	99	106	114	114	116	113	114	97
(15) CC1=C(C)C[C@@]2(Cc3ccccc3C2=O)S(=O)C1 (stereo not given in full)
 : 70	78	95	86	101	87	87	94	87
(16) C#CC(NC(C)(C)CC(C)(C)C)C(C)C (stereo not given)
 : 112	94	101	98	92	114	116	99	116
(17) Cc1cc(C)c(C=O)c(C)c1
 : 99	83	95	105	107	107	111	75	108
(18) CC(C)(C)n1cc(-c2ccnc(NCCCNS(=O)(=O)c3cccc(F)c3)n2)c(-c2ccc(Cl)c(O)c2)n1
 : 95	89	116	93	90	114	103	105	101
(19) Cc1c(C(=O)C(SC(=S)N2CCN(C(=O)OC(C)(C)C)CC2)SC(=S)N2CCN(C(=O)OC(C)(C)C)CC2)nnn1-c1ccc([N+](=O)[O-])cc1
 : 100	100	105	98	94	93	112	93	109
(20) CC(=O)N1N=C(c2ccc(Nc3nc(Nc4ccc(F)cc4)nc(Nc4ccc(F)cc4)n3)cc2)CC1c1ccc(N(C)C)cc1 (stereo not given)
 : 51	43	64	40	47	47	48	91	62

Copied from the results shown (17 entries):
Each structure is followed by: HT29	HCT-116	SW-620	KM12	HCT-15	COLO 205	IGROV1	SK-OV-3	OVCAR-4
(4) COc1ccc(NC(=O)c2c(Nc3ccc(OC)cc3OC)nn3c(C)cc(C)nc23)c(OC)c1
 : 101	93	97	95	103	101	88	90	107
(5) CCC(C)C(C(=O)O)n1c(O)c(C=C2N=c3ccccc3=N2)sc1=S (stereo not given)
 : 110	95	97	105	108	108	97	107	104
(6) Cc1ccc(C(=O)N/N=C/c2cccs2)cn1
 : 108	101	102	99	105	119	96	118	103
(7) CC(=O)Nc1ccccn1
 : 120	93	96	141	100	110	116	102	104
(8) Cc1nn(-c2ccccc2)c(N2CCCC2)c1/C=N/NC(=O)Cn1c(=O)sc2ccccc21
 : 94	89	97	79	68	103	73	98	80
(9) CNCc1cccc2c1OCCOCCOCCN(C)S(=O)(=O)c1ccc(cc1)-c1cnc(N)c(n1)C(=O)N2
 : 13	15	38	44	11	30	43	19	73
(10) COc1ccc(C(=O)C[n+]2ccccc2)cc1
 : 104	91	/	98	107	106	97	97	99
(11) CCOC(=O)c1cnc(SC)[nH]c1=O
 : 98	100	117	101	96	107	119	100	101
(12) CC1(O)OC(COc2ccc(Cl)cc2)COC1O (stereo not given)
 : 116	103	101	108	103	126	113	116	99
(13) Cc1ccccc1-c1nnc(SCc2nnc(-c3cccc([N+](=O)[O-])c3)o2)o1
 : 108	106	101	102	101	112	107	110	102
(14) COc1cc(/C=C/c2nnc(-c3cc(C)[nH]n3)o2)cc(OC)c1OC
 : 112	99	106	114	114	116	113	114	97
(15) CC1=C(C)C[C@@]2(Cc3ccccc3C2=O)S(=O)C1 (stereo not given in full)
 : 70	78	95	86	101	87	87	94	87
(16) C#CC(NC(C)(C)CC(C)(C)C)C(C)C (stereo not given)
 : 112	94	101	98	92	114	116	99	116
(17) Cc1cc(C)c(C=O)c(C)c1
 : 99	83	95	105	107	107	111	75	108
(18) CC(C)(C)n1cc(-c2ccnc(NCCCNS(=O)(=O)c3cccc(F)c3)n2)c(-c2ccc(Cl)c(O)c2)n1
 : 95	89	116	93	90	114	103	105	101
(19) Cc1c(C(=O)C(SC(=S)N2CCN(C(=O)OC(C)(C)C)CC2)SC(=S)N2CCN(C(=O)OC(C)(C)C)CC2)nnn1-c1ccc([N+](=O)[O-])cc1
 : 100	100	105	98	94	93	112	93	109
(20) CC(=O)N1N=C(c2ccc(Nc3nc(Nc4ccc(F)cc4)nc(Nc4ccc(F)cc4)n3)cc2)CC1c1ccc(N(C)C)cc1 (stereo not given)
 : 51	43	64	40	47	47	48	91	62

(cont.)
Each structure is followed by: HT29	HCT-116	SW-620	KM12	HCT-15	COLO 205	IGROV1	SK-OV-3	OVCAR-4
(21) C=CC[N+](C)(C)C
 : 104	104	107	114	99	120	100	108	109
(22) Clc1ccc2c3c(cccc13)CC2
 : 102	106	109	103	108	103	108	100	119
(23) COc1ccc(-c2c(O)c(=O)[nH]c3ccc(OC)cc23)cc1
 : 102	104	106	100	103	108	94	98	101
(24) N#CCC(=O)N1CCOCC1
 : 91	101	104	103	105	107	105	89	105
(25) Cc1nc2cc(Nc3nc(N4CCOCC4)nc(N4CCOCC4)n3)ccc2n1Cc1ccccc1
 : 94	93	59	95	79	103	87	109	103
(26) OC[C@@H](O)C(O[C@@H]1O[C@H](CO)[C@H](O)[C@H](O)[C@H]1O)[C@H](O)[C@@H](O)CO (stereo not given in full)
 : 103	113	102	103	98	110	96	100	106
(27) CCN(CCO)C(c1ccccc1)C(O)c1ccccc1 (stereo not given)
 : 100&96	112&88	110&104	101&107	115&100	114	107&102	119&104	113&90
(28) COC(=O)C1=NNCC1C(=O)OC (stereo not given)
 : 101	106	99	104	103	106	93	102	109
(29) CC(=O)N1CCCCCC1=O
 : /	99	105	112	104	109	97	105	114
(30) Cc1ccc(Nc2ccc(O)c3c2C(=O)c2ccccc2C3=O)c(S(=O)(=O)O)c1
 : 98	94	105	105	110	119	94	101	106

Profiles, looked up by structure:
COc1ccc(-c2c(O)c(=O)[nH]c3ccc(OC)cc23)cc1 reads HT29 = 102; HCT-116 = 104; SW-620 = 106; KM12 = 100; HCT-15 = 103; COLO 205 = 108; IGROV1 = 94; SK-OV-3 = 98; OVCAR-4 = 101
Clc1ccc2c3c(cccc13)CC2 reads HT29 = 102; HCT-116 = 106; SW-620 = 109; KM12 = 103; HCT-15 = 108; COLO 205 = 103; IGROV1 = 108; SK-OV-3 = 100; OVCAR-4 = 119

(further entries)
Each structure is followed by: HT29	HCT-116	SW-620	KM12	HCT-15	COLO 205	IGROV1	SK-OV-3	OVCAR-4
(31) OCc1c(-c2ccccc2)nc2sccn12
 : 109	104	98	98	97	110	88	110	103
(32) CC(C)Cc1ccc(C(C)c2nnc(NC(=S)Nc3ccccc3)s2)cc1 (stereo not given)
 : 108	96	103	99	92	115	95	94	113
(33) N#Cc1c(N2CCN(Cc3ccccc3)CC2)nc(=S)[nH]c1-c1ccccc1
 : 103	103	102	120	107	94	102	104	120
(34) CCNC(=O)Oc1ccc(/C(=C(\C)c2ccccc2)c2ccc(OCCCN(C)C)cc2)cc1
 : 9.1*	49	94	66	52	55	88	81	84
(35) NCCn1cc(-c2nc(-c3c[nH]c4ncccc34)cs2)c2ccccc21
 : 98	95	96	73	89	97	50	82	68
(36) Cc1ccc(-c2cn3c(nc4ccccc43)c(-c3ccc(Cl)cc3)n2)cc1
 : 88	102	95	98	100	120	90	105	88
(37) C/C(=N\Nc1ccc([N+](=O)[O-])cc1[N+](=O)[O-])c1ccc(Cc2ccccc2)cc1
 : 94	95	102	98	101	104	104	94	102
(38) COc1ccc2[nH]c(=O)c(CSc3ccccc3Nc3nccc(-c4ccc5ccccc5c4)n3)cc2c1
 : 116	93	103	97	88	120	85	119	98
(39) N#CCCN=Nc1c(O)[nH]c2ccc(Cl)cc12
 : 107	94	101	101	101	118	88	95	93
(40) Clc1ccc2c(Cl)cc(-c3ccccc3)nc2c1
 : 116	102	92	98	99	110	73	113	107

Further results follow.
Each structure is followed by: HT29	HCT-116	SW-620	KM12	HCT-15	COLO 205	IGROV1	SK-OV-3	OVCAR-4
(41) O=C(Nc1nnc(/C=C/c2ccccc2)s1)c1ccccc1
 : 98	96	100	112	99	108	100	96	100
(42) COc1cc2c3c([nH]c(=O)c2c(O)c1OC)CCCC3
 : 72	63	93	78	81	73	92	106	93
(43) COc1ccc(OC)c(Nc2nc3nonc3nc2N2CCCCC2)c1
 : 98	108	113	104	99	115	111	103	93
(44) COc1ccc(-c2nc3cc(Cl)c(Cl)cc3n2CC(=O)N=Nc2c(O)[nH]c3ccc(Br)cc23)cc1
 : -24*	-31*	-55*	5.8*	-45*	-38*	-38*	13	-44*
(45) FC(F)(F)C1(C2CNC2)N=N1
 : 105	105	100	109	112	119	103	111	98
(46) Cc1nn(-c2ccccc2)c(Oc2ccc(Br)cc2)c1/C=N/NC(=O)Cn1c(=O)sc2ccccc21
 : 37	42	75	53	48	52	46	73	50
(47) COc1ccc(/C=C/C(=O)OCC(=O)NNC(=O)c2ccccc2)cc1OC
 : 105	103	98	115	108	118	88	113	101
(48) O=C1OC(=O)c2c(Br)c(Br)c(Br)c(Br)c21
 : 103	115	99	118	101	104	108	99	87
(49) CCOC(=O)C1(C)CCCC1N (stereo not given)
 : 116	111	106	98	108	131	104	131	99
(50) CCN(CC)N=Nc1ccc(S(N)(=O)=O)cc1
 : 108	92	/	107	100	101	103	105	100

(list continues)
Each structure is followed by: HT29	HCT-116	SW-620	KM12	HCT-15	COLO 205	IGROV1	SK-OV-3	OVCAR-4
(51) c1ccc(-c2nnc(COc3ccc(-c4cc5ccccc5[nH]4)cc3)o2)cc1
 : 103	110	119	107	115	110	104	110	/
(52) S=C=Nc1cccc(N=C=S)c1
 : 90	106	103	97	98	100	96	98	98
(53) O=C1/C(=C/c2c[nH]c3ccccc23)Sc2ccc(F)cc21
 : 110	104	100	105	90	112	75	105	102
(54) COc1ccc2c(c1)c(C(=O)c1nc(-c3c[nH]c4ccc(F)cc34)no1)cn2C
 : 105	106	89	100	101	99	85	94	104
(55) NC(=O)c1ccccc1NC(=O)COc1ccc(Cl)cc1
 : 97	88	99	88	88	110	97	109	89
(56) Cc1c(C(=O)/C=C/c2ccc(Cl)cc2)nnn1-c1ccc2oc(=O)ccc2c1
 : 101	88	98	100	87	108	102	106	105
(57) O=P(c1ccccc1)(c1ccccc1)c1ccccc1
 : 95	106	106	104	103	112	103	122	103
(58) O=C(CCCCCCN1CC(=O)N2[C@@H](c3ccccc3)c3[nH]c4ccccc4c3C[C@H]2C1=O)NO
 : 42	21	39	65	91	59	61	70	66
(59) CC1=C(c2cc(-c3ccccc3O)c(C#N)c(=O)[nH]2)C(c2ccccc2)NC(=S)N1 (stereo not given)
 : 107	68	100	78	77	166	102	125	104
(60) Cc1cnc(CSc2nc(-c3ccc(Cl)cc3)cn2-c2ccc(Cl)cc2)c(C)c1
 : 87	68	96	97	90	98	104	90	96
(61) COc1ccc(-c2nc(-c3cccnc3)[nH]c2-c2ccc(OC)cc2)cc1
 : 69	89	98	86	80	76	/	84	113
